# Screening data as filed in PubChem BioAssay.
# AI-2 QS mod: Vibrio harveyi AI-2 quorum sensing modulators, primary screen, JMH597 strain, luminescence/OD600 ratio. Vibrio harveyi JMH597 AI-2 luminescence/OD600 ratio, 9 h; active compounds read low; strain lacks LuxN and CqsS sensors; 0 = neutral-control median. activity change, % at 7.5 µM. 300,000 tested, 0.4% active. AID 2094, 2009; in the data active = activity change below about -75%, passing the limit was not always enough; inconclusive = no clear call, values can overlap the other calls;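 also: luminescence divided by OD600 gain over 9 h not by final OD600 alone; inactives centre near 13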
# IEC-6 cytotox: cytotoxicity in IEC-6 intestinal epithelial cells, primary screen, cytotoxicity control for KLF5 inhibitor project, cell-based, luminescence; IEC-6 cytotoxicity, luminescence viability; inhibition, % at 5 µM; 290,000 tested, 0.78% active; AID 1825, 2009; in the data active = inhibition above about 22%;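 also: 0% = plate median of test compound wells and 100% = cytotoxic reference compound wells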
# aSyn UTR inh: MLPCN primary screen, SNCA 5' untranslated region; alpha-synuclein 5'UTR reporter, inhibitor activity; inhibition, % (tested at 7.5 µM); 300,000 tested, 0.82% active; AID 1813, 2009; in the data active = inhibition above about 60%; inconclusive = no clear call, values can overlap the other calls;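 also: H4 neuroglioblastoma cells stably carrying SNCA 5'UTR luciferase fusion; 0% = DMSO wells and 100% = positive control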
# PolyA inhibitor: polyadenylation inhibitors in yeast reporter cells, primary screen, luminescence, S. cerevisiae. calls only at 12 µM. 300,000 tested, 0.02% active. S. cerevisiae SKY197-pL101 polyadenylation reporter, beta-gal luminescence; efflux-impaired pdr1/pdr3 knockout yeast; score 100 = 6 SD above DMSO;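 active = lowest replicate activity score at least 50, where 100 means six control SD above control mean; inconclusive = lowest score under 50 but half or more replicates reach 50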;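 also: yeast exposed to compound for 9 h at 30 °C; higher score means more reporter readthrough which indicates perturbed polyadenylation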
# HSF1 activator: HSF-1 activators, primary screen, NIH3T3-HGL cells, MG132 stress, luminescence, single point. NIH3T3-HGL HSF-1 luciferase reporter, 8 h; 100% = twice DMSO control signal. activation, % at 9 µM. 300,000 tested, 1.7% active;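 active = mean replicate activation of at least 50% with a set share of replicates each reaching 50%; inconclusive = only one of those two conditions met; inactive = mean below 50% and too few replicates reaching it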;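 also: 0% = median of the neutral control wells and 100% = twice that signal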
# GSK3 alpha inh: blockers of GSK3A enzyme activity – biochemical, luminescence, cell-free homogeneous, HTS, primary screen | Glycogen synthase kinase-3 alpha (Homo sapiens), P49840 | GSK-3 alpha kinase, ADP-Glo luminescence, 60 min | inhibition, % at 10 µM | 320,000 tested, 0.1% active | AID 2650, 2010;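 in the data active = inhibition above about 50%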;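 also: GST-tagged GSK-3 alpha with peptide substrate and 25 µM ATP; 0% = DMSO neutral wells and 100% = GW8510 positive control wells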
# Target sequence (P49840 whole entry, looked up): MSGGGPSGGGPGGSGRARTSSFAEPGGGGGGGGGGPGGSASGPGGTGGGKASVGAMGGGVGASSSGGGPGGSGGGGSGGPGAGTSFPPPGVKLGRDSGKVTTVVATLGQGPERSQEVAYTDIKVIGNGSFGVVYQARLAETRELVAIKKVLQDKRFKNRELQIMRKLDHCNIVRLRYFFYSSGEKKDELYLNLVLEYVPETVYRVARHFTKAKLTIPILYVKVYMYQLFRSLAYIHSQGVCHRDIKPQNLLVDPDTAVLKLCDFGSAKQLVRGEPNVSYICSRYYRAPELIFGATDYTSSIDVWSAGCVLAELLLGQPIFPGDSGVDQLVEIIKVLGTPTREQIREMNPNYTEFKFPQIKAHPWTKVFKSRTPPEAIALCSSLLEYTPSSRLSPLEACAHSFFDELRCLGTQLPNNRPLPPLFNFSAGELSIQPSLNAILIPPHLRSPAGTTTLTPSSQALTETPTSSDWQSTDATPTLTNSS
# HSF1 inh: HSF1 inhibitors in luciferase reporter cells, primary screen, cell-based, NIH3T3, luminescence; NIH3T3-HGL HSE-luciferase, MG132-induced, luminescence 8 h; active compounds read low; activity change, negative = inhibition, % at 7.5 µM (by protocol); 300,000 tested, 0.77% active;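 active = more than half of replicate wells show activity change below -50%, luminescence cut by over half; inconclusive = some wells, but at most half, below -50%; inactive = no replicate well below -50%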;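 also: luciferase reports HSF-1 transcriptional activity via heat shock element; 0% = median of DMSO wells and -100% = zero luminescence signal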
# GSK3B inh: human GSK3beta kinase inhibitors, primary screen, biochemical, cell-free homogeneous, HTS | 300,000 tested, 0.038% active | Glycogen synthase kinase-3 beta (Homo sapiens), P49841 | AID 2097, 2009 | GST-GSK3beta kinase, ADP-Glo luminescence, 60 min; active compounds read low | activity score (negative = inhibition), % at 10 µM;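 active = more than half of replicate wells score below -50%, meaning over 50% inhibition versus plate controls; inconclusive = some replicates but at most half score below -50%; inactive = no replicate scores below -50%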;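 also: 0% = median DMSO wells and -100% = median GW8510 positive control wells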
# Target sequence (P49841 whole entry, looked up): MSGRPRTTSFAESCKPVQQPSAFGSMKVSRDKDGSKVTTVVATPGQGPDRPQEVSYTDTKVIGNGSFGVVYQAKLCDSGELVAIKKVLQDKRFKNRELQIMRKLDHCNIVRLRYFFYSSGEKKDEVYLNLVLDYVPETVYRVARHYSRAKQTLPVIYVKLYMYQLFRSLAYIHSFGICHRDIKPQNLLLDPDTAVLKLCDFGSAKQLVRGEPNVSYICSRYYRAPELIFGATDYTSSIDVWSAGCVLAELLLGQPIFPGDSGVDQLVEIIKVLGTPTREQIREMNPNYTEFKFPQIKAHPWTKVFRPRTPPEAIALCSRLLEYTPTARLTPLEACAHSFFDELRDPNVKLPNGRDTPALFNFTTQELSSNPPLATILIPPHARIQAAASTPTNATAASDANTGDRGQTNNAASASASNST
#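 Assay system: GST-tagged human GSK3beta kinase, cell-free; Input: 1.6 ng GSK3beta; Medium: Tris/MgCl2 kinase buffer; Timing: 60 min enzyme reaction, room temperature; Signal: ADP-Glo luminescence quantifying ADP generated by kinase; Evaluation: score relative to plate controls; Benchmarks: DMSO neutral wells and GW8510 at 20 µM as positive.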
# KLF5 inhibitor: KLF5 expression inhibitors, primary screen, DLD-1 cells, luminescence; DLD-1 KLF5 promoter-luciferase reporter; inhibition, % at 5 µM; 290,000 tested, 0.23% active; AID 1700, 2009;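 active = inhibition above a per-plate limit of that plate's mean compound inhibition plus 3 SD, cut at about 60% in these data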;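 also: 0% = DMSO wells and 100% = LY294002 at 200 µM; higher means less KLF5 promoter-driven luciferase light; inactives centre near -14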
# HSP90 inh: HSP90 inhibitors, primary screen, cell lysate, luminescence; Heat shock protein HSP 90 (rabbit reticulocyte lysate; luciferase refolding); Rabbit reticulocyte lysate, luciferase refolding luminescence, 3 h; inhibition, % at 5.6 µM; 290,000 tested, 0.91% active; AID 1789, 2009;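 active = inhibition above the screen-wide mean plus 3 SD, computed separately per campaign, cut at about 16% in these data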;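 also: 0% = DMSO wells and 100% = 60 µM geldanamycin wells; inhibitors lower the luminescence because luciferase stays unfolded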
# An asterisk follows results filed as active; i = inactive; ? = inconclusive; . = not tested or not shown.
SMILES,AI-2 QS mod,IEC-6 cytotox,aSyn UTR inh,PolyA inhibitor,HSF1 activator,GSK3 alpha inh,HSF1 inh,GSK3B inh,KLF5 inhibitor,HSP90 inh
COc1ccc(C(=O)C2CCCN(Cc3ccc4nonc4c3)C2)c(OC)c1 (stereo unspecified),23,-2,14,i,35,-5,23,-1,4,-1
O=S(=O)(c1ccc(S(=O)(=O)N2CCC(O)CC2)cc1)N1CCCC1,31,-2,3,i,-6,-2,-9,1,2,-4
CC(=O)[C@@H]1[C@@H]2C(=O)N(c3ccccc3F)C(=O)[C@@H]2[C@H]2c3ccccc3C=NN12,42,10,26,i,-4,-1,-1,-2,-15,2
NC(=O)CSc1nc(-c2ccccc2)nc2ccccc12,13,3,-5,i,0,2,1,0,-22,-3
Cc1nnc(SCCn2c(N3CCCC(C)C3)nc3c2c(=O)n(C)c(=O)n3C)s1 (stereo unspecified),24,-6,9,.,-9,-3,5,-4,-6,0
Cc1ccc(S(=O)(=O)N2CCC(C(=O)OCC(=O)Nc3cc(S(C)(=O)=O)ccc3Cl)CC2)cc1C,8,-6,0,i,-10,0,-5,-3,-19,-6
CC/C(=N\NC(=O)c1nnn(-c2nonc2N)c1-c1cccc(OC)c1)c1ccc(C)cc1,42,-3,-5,i,2,.,-7,3,-19,4
O=C(COC(=O)c1n[nH]c2ccccc12)Nc1ccc(Cl)cc1[N+](=O)[O-],7,5,-41,i,4,0,3,1,-3,-3
COC(=O)C1=C(C)N(Cc2ccccc2)C(=O)/C1=C\c1ccco1,28,-2,-11,i,12,-3,8,0,-12,4
CCOC(=O)c1c(N)n(CCOC(=O)c2cccs2)c2nc3ccccc3nc12,19,1,10,i,?,-3,12,0,19,6
O=C(O)c1cccc(NC(=O)c2cn(-c3ccccc3)nc2-c2cc3ccccc3o2)c1,38,2,-11,i,9,.,5,-3,-7,0
CCCCOc1ccc(C(=O)Nn2cnnc2)cc1,-9,3,-4,i,3,-2,1,1,-20,-5
CCC(Oc1ccc(Br)cc1)C(=O)N1CCN(c2ncccn2)CC1 (stereo unspecified),26,1,4,i,5,2,-1,4,-32,-2
O=C(Oc1c(CN2CCOCC2)cc(Cl)c2cccnc12)c1ccccc1Br,40,24*,48,i,-54,-2,-49,-2,6,6
CCOC(=O)CSc1n[nH]c(=S)s1,35,-4,-8,i,32,-1,5,3,-29,-1
Cc1cc(C)c(C)c(OC(=O)c2sc(Cl)nc2C)c1,-10,-3,-21,i,3,1,-12,-1,11,-2
CCn1c(CCNC(=O)c2ccc(Cl)cc2)nnc1SCC(=O)NC1CCCC1,19,-3,12,i,29,0,-1,1,2,-3
CCCCCCN1C2=NCCCN2c2ccccc21,2,-4,11,i,-6,-5,-9,-4,-11,4
O=c1cc(CO)oc(C(Nc2ccccn2)c2ccc(C(F)(F)F)cc2)c1O (stereo unspecified),55,3,0,i,8,-1,8,3,14,-1
O=C(COC(=O)CCc1ccccc1)Nc1cc([N+](=O)[O-])ccc1F,24,-4,-8,i,3,-1,-5,0,-1,-5

# Two entries drawn at random from the list so far:
SMILES,AI-2 QS mod,IEC-6 cytotox,aSyn UTR inh,PolyA inhibitor,HSF1 activator,GSK3 alpha inh,HSF1 inh,GSK3B inh,KLF5 inhibitor,HSP90 inh
CCOC(=O)c1c(N)n(CCOC(=O)c2cccs2)c2nc3ccccc3nc12,19,1,10,i,?,-3,12,0,19,6
CCOC(=O)CSc1n[nH]c(=S)s1,35,-4,-8,i,32,-1,5,3,-29,-1

# The main list resumes; the 6 compounds before the break are reprinted first.
SMILES,AI-2 QS mod,IEC-6 cytotox,aSyn UTR inh,PolyA inhibitor,HSF1 activator,GSK3 alpha inh,HSF1 inh,GSK3B inh,KLF5 inhibitor,HSP90 inh
CCOC(=O)CSc1n[nH]c(=S)s1,35,-4,-8,i,32,-1,5,3,-29,-1
Cc1cc(C)c(C)c(OC(=O)c2sc(Cl)nc2C)c1,-10,-3,-21,i,3,1,-12,-1,11,-2
CCn1c(CCNC(=O)c2ccc(Cl)cc2)nnc1SCC(=O)NC1CCCC1,19,-3,12,i,29,0,-1,1,2,-3
CCCCCCN1C2=NCCCN2c2ccccc21,2,-4,11,i,-6,-5,-9,-4,-11,4
O=c1cc(CO)oc(C(Nc2ccccn2)c2ccc(C(F)(F)F)cc2)c1O (stereo unspecified),55,3,0,i,8,-1,8,3,14,-1
O=C(COC(=O)CCc1ccccc1)Nc1cc([N+](=O)[O-])ccc1F,24,-4,-8,i,3,-1,-5,0,-1,-5
O=C(NCCOCC(F)(F)C(F)F)c1cc(F)c(F)cc1Cl,4,-6,-14,i,14,-2,14,-1,-22,1
CCn1cc(C(=O)NCc2ccccn2)c(=O)c2cc(S(=O)(=O)N3CCCCC3)ccc21,14,1,-8,i,0,.,-5,0,15,-1
O=S(=O)(c1ccccc1)N1CCN(C2CCCCCCC2)CC1,-2,4,8,i,-28,0,-3,0,-8,8
Cc1cc(C)cc(C(=O)NC(CC(N)=O)c2ccc(NC3CCCCCC3)c([N+](=O)[O-])c2)c1 (stereo unspecified),15,.,17,i,3,-1,0,-2,.,.
Cn1ccc(C(=O)Oc2ccc(C(=O)Nc3ccc(F)cc3F)cc2)n1,-20,-2,-122,i,21,0,15,3,-82,-3
O=C(Nc1cc(=O)c2ccccc2o1)N1CCOCC1,13,-3,-47,.,.,1,.,-1,2,-3
CCOC(=O)C(NCCc1ccccc1)(NC(=O)CC)C(F)(F)F (stereo unspecified),0,-1,2,i,4,-4,-11,2,-7,0
CCN1C(=O)C(CC(=O)Nc2ccc(OC)cc2)N(CCCN2CCN(c3ccc(OC)cc3)CC2)C1=S (stereo unspecified),30,-3,14,i,-34,5,-19,1,14,0
COc1ccc(S(=O)(=O)Nc2cc(C)c(O)c(S(=O)(=O)c3ccccc3)c2)cc1,12,0,4,i,17,-2,-3,3,-11,3
CC(C)NC(=O)NC(=O)CSc1nncn1C,40,0,-7,i,-5,.,3,-1,-19,1
CNc1nc2c(c(=O)n(C)c(=O)n2C)n1CCCc1ccccc1,10,0,-11,i,13,1,4,0,-50,1
CNC(=O)Cn1ncc2c3ccccc3n(C)c2c1=O,47,3,-5,i,23,-2,1,0,-20,1
COc1cccc(C(CC(=O)Nc2cccc3ccccc23)NC(=O)c2ccccc2)c1 (stereo unspecified),17,-2,-6,i,4,2,-4,-12,-27,2
CCN1CCN(C(c2cccs2)C(C)NC(=O)c2cccc(OC)c2OC)CC1 (stereo unspecified),-3,-6,-15,i,-7,-1,2,5,-7,1
Cc1nc2ccccc2c2oc(C(=O)N3CCC(N4CCCCC4)CC3)cc12,.,-5,.,.,.,3,.,.,-2,5
COc1ccccc1CNC(=O)CC(C)c1ccccc1 (stereo unspecified),11,1,-6,i,-4,0,0,3,-52,-1
Cc1nn(-c2ccccc2)c2nc(N)c(C#N)c(-c3ccc(O)c(O)c3)c12,9,4,35,i,-2,-2,-9,1,-35,-4
O=C(Nc1ccccc1N1CCN(C(=O)c2ccccc2)CC1)c1ccc([N+](=O)[O-])o1,10,28*,-46,i,28,.,18,5,4,4
COc1ccc(CNC(=O)c2ccc(CN3CCOCC3)cc2)cc1,15,8,-26,i,2,-2,2,1,-14,5
Cn1c(CNC(=O)c2ccco2)nnc1SCC(=O)Nc1cccc(Br)c1,5,0,-15,i,-14,.,0,0,-19,-4
CCN1CCN(C(=S)c2ccc(Cl)c(Cl)c2)CC1,23,6,-1,i,-2,0,-6,3,-8,2
COc1ccc(-c2nc3c(c(=O)[nH]c(=O)n3Cc3ccccc3)n2Cc2ccccc2)cc1,33,2,49,i,27,0,18,0,-14,1
COc1ccc(Cc2nnc(Nc3ccc(C)cc3C)[nH]c2=O)cc1,-14,-5,-7,i,-10,-2,5,2,9,1
Cc1cc2c(cc1C)C(c1ccccc1Br)CC(=O)N2 (stereo unspecified),12,4,17,i,11,-2,1,4,-52,2
NS(=O)(=O)c1ccc(NC(=O)CN2CCCN(S(=O)(=O)c3ccc(F)cc3)CC2)cc1,94,4,-36,i,1,-1,2,0,-15,-6
CCOc1ccc(CNS(=O)(=O)c2cc(-c3cc(C)no3)ccc2OC)cc1OC,15,-3,-4,i,-5,-1,0,1,6,1
CCC(=O)N1CCc2cc(S(=O)(=O)CCC(=O)NCCC3=CCCCC3)ccc21,2,2,22,i,-23,0,-2,1,-15,1
CC(C)(C)C(=O)CN1C(=O)C2(OCCO2)c2ccccc21,10,-4,11,i,10,-2,-5,1,-7,-3
CCOc1ccccc1N(CC(=O)N1CCCC1)S(C)(=O)=O,10,2,4,i,0,-2,-3,2,-9,4
C/C(N)=C(/C#N)C(=O)COC(=O)c1cc(-c2cccc(Br)c2)nc2ccccc12,14,-7,-29,i,23,-5,2,-24,-32,3
CN(C(=O)c1ccccn1)c1nnc(-c2ccccn2)s1,21,3,-110,i,35,0,14,2,-120,12
O=C1OCC=C1NNC(=O)c1cccnc1,20,0,18,i,-6,0,-2,3,-21,1
COc1cc(C)cc(CN2CCC(Cc3ccccc3)CC2)c1O,4,1,-6,i,-9,1,-8,3,-18,1
CCn1nnnc1-c1ccc(OC)c(S(=O)(=O)Nc2ccc(S(N)(=O)=O)cc2)c1,5,-2,0,i,3,3,1,12,-21,-3

# A portion of the library; the hit share may differ from the screen's.
